Screening results deposited in PubChem by The Scripps Research Institute Molecular Screening Center.
PLC-gamma1 inh: PLC-gamma1 (human) inhibition, primary screen; P19174; purified PLC-gamma1, fluorogenic substrate, fluorescence; inhibition, % at 12.2 µM; 370,000 compounds, 0.84% hits; AID 720700; in the data active = inhibition above about 9.5%
ARFGAP1 inh: inhibitors of rat ARFGAP1. Q62848. Arfgap1-stimulated ARF1 GTP hydrolysis, GDP FP detection. inhibition, % at 16.5 µM. 360,000 compounds, 0.26% hits. AID 651572;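 active = inhibition above a per-plate limit, mean inhibition of low control wells plus 3 SD, cut at about 25% in these data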;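 note: 0% = DMSO wells with enzyme and 100% = wells lacking Arfgap1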
Target sequence (Q62848 1-136 limits assumed): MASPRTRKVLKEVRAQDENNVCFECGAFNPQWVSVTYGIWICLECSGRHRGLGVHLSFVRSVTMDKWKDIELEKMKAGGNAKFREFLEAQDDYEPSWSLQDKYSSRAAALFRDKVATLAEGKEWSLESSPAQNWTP
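Repeats: one replicate per compound; assay system: rat Arfgap1 catalytic domain, aa 1-136; times: enzyme reaction 120 min at 25 °C after 20 min preincubation; detection: FP of antibody-bound GDP Alexa 633 tracer, ex 620/em 688 nm; benchmarks: high control wells lacking Arfgap1, low control full reaction with DMSO; reagent: human ARF1(Δ1-17)-GTP substrate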
LEDGF integ inh: blocks HIV-1 LEDGF/p75-dependent DNA integration; TR-FRET IN-LEDGF/p75 DNA integration, Eu/Cy5; inhibition, % at 3.7 µM; 370,000 compounds, 0.64% hits;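 active = inhibition above the screen-wide mean plus 3 SD, cut at about 13% in these data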;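 note: signal is the Cy5 over europium emission ratio at 671 and 618 nm; 0% = plate median of compound wells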
Tn7 DDE FP: DD(E)-Tn7 binding inhibition, primary FP screen; 370,000 compounds, 0.13% hits; FP displacement of FITC-Tn7 peptide from fibrin DD(E); 0% = median of compound wells per plate; inhibition, % at 8.3 µM; P02675;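 active = inhibition above the mean of compounds falling within the control limits plus 3 SD of them, cut at about 14% in these data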;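 note: 0% = plate median of compound wells and 100% = 10 µM Aha-Tn7 peptide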
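Test system – human fibrin DD(E) · Times – 10 min preincubation, 3 h with tracer, room temperature · Detection – fluorescence polarization of the labelled Tn7 tracer · Measure – percent inhibition normalized to high-control wells · Benchmarks – high control wells with 10 µM unlabelled Aha-Tn7 peptide (full inhibition) · Repeats – singlicate testing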
ADAM10 inh: inhibits human ADAM10 | recombinant ADAM10, EDANS/DABCYL FRET peptide cleavage, 3 h | 370,000 compounds, 0.62% hits | AID 720582 | O14672 | inhibition, % at 7 µM;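 active = inhibition above a per-campaign cutoff equal to the mean of compounds falling between control-based bounds plus 3 SD, cut at about 20% in these data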;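 note: 0% = DMSO wells while the 100% control is not disclosed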
DDE Tn6 FP inh: inhibitors of Tn6 peptide binding to human fibrin DD(E) | P02675 | Fibrin DD(E) TRITC-Tn6 fluorescence polarization displacement | inhibition, % at 8.3 µM | 370,000 compounds, 0.21% hits;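 active = inhibition above a per-campaign cutoff: mean of compounds within control limits plus 3 SD, cut at about 15% in these data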;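 note: 0% = median of all compound wells on the plate and 100% = blocking peptide control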
ASAP1 GAP inh: blocks human ASAP1-stimulated Arf1 GTP hydrolysis; GDP FP detection; inhibition, % at 16.5 µM; 360,000 compounds, 0.19% hits; in the data active = inhibition above about 25%;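 note: 0% = vehicle with enzyme and substrate and 100% = no enzyme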
proKLK7 act: activators of human kallikrein-7 zymogen | P49862 | purified proKLK7, EDANS-DABCYL substrate fluorescence; 100% is mature enzyme control, 0% vehicle | activation, % at 7 µM | 370,000 compounds, 0.9% hits | AID 652039;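 active = activation above the mean of all tested compounds plus 3 SD, computed per campaign excluding outliers beyond control limits, cut at about 13% in these data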
Target sequence (P49862 whole entry, looked up): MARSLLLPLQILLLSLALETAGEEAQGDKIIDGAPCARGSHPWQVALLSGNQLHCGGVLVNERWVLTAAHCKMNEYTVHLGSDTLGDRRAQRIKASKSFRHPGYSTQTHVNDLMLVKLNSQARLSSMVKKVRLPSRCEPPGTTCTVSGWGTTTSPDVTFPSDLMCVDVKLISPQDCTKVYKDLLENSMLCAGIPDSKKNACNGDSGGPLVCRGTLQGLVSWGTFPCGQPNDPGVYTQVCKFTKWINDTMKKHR
TDP2 inh: TDP2 (human) inhibition, absorbance primary screen | O95551 | recombinant TDP2, T5PNP hydrolysis, p-nitrophenol absorbance 415 nm | inhibition, % at 12.8 µM | 370,000 compounds, 0.34% hits | AID 720702;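 active = inhibition above the mean of all tested compounds plus 3 SD, set per campaign, cut at about 25% in these data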;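 note: 0% = DMSO with enzyme and 100% = buffer with substrate but no TDP2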
Target sequence (O95551 whole entry, looked up): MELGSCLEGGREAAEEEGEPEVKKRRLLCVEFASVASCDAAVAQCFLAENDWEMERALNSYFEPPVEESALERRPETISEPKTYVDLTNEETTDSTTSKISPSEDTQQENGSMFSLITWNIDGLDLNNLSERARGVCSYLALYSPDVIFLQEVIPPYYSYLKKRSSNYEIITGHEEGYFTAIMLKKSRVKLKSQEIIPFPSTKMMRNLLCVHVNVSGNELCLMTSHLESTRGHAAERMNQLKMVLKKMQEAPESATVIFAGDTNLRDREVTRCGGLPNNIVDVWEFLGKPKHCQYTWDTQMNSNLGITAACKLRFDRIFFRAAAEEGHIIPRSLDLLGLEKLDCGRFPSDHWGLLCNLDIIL
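Read-out basis: percent inhibition. System: recombinant human TDP2. Buffer or medium: Mg2+-containing Tris-HCl buffer, pH 7.5. Repeats: single replicate. Timing: reaction 2 h, 37 °C. Benchmarks: high control without enzyme, low control DMSO plus TDP2. Probe or stimulus: 5 mM T5PNP. Doses: 12.8 µM only. Measured by: epi absorbance of p-nitrophenol freed from T5PNP by hydrolysis.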
ADAM17 inh: ADAM17 inhibition, QFRET primary screen. P78536. recombinant ADAM17, EDANS/DABCYL FRET peptide cleavage. inhibition, % at 6.95 µM. 370,000 compounds, 0.83% hits. AID 720648;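 active = inhibition above the mean of compounds lying between control limits plus 3 SD, set per campaign, cut at about 8.5% in these data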;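 note: 0% = DMSO-only wells as the low control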
* = called active by the depositor; nt = not tested or not shown.

1: CC1(C(=O)NS(=O)(=O)Cc2ccccc2C(F)(F)F)CCN1C(=O)c1cccc(F)c1 (configuration not stated)
2: Cc1csc(NC(=O)CSc2nncs2)n1
3: COc1ccc(C(CC(=O)O)NC(C)=O)cc1OC (configuration not stated)
4: C[C@H]1CCCN1c1cccc2c1S(=O)(=O)N1CC[C@H](C1)O2
5: Cc1ccc(C(=O)Nc2cc3[nH]c(=O)oc3cc2C)cc1

Screen / compound no.,1,2,3,4,5
PLC-gamma1 inh,-2.2,2.0,1.2,-5.2,-0.6
ARFGAP1 inh,12.3,6.3,14.0,nt,-10.9
LEDGF integ inh,-4.8,-0.6,-2.6,0.6,-1.1
Tn7 DDE FP,0.8,-0.6,-4.1,-2.4,3.7
ADAM10 inh,-13.1,3.4,4.0,-7.0,1.7
DDE Tn6 FP inh,-0.7,1.7,-0.5,4.3,0.3
ASAP1 GAP inh,-15.8,-9.7,0.2,nt,-0.3
proKLK7 act,0.5,0.1,0.1,-0.3,0.0
TDP2 inh,6.9,3.7,13.0,5.9,-14.5
ADAM17 inh,-4.3,1.8,-1.9,-9.0,2.6

6: CCOC(=O)N1CCN(S(=O)(=O)c2ccc(C)cc2)C1c1ccc(OC)cc1 (configuration not stated)
7: CCN(C(=O)[C@@H](C1CC1)[C@@H](O)c1ccc2ccccc2c1)c1ccccc1
8: Cc1cc(=O)n(-c2ccccc2)n1C
9: Cc1ccc(S(=O)(=O)NCc2ccc(C(=O)N3CCN(Cc4ccccc4)CC3)cc2)cc1
10: CCOC(=O)c1ccc(-c2c(-c3ccccc3OC)sc3ccc(OC)cc23)cc1F

Screen / compound no.,6,7,8,9,10
PLC-gamma1 inh,0.9,1.3,-0.6,1.5,-1.7
ARFGAP1 inh,6.5,nt,3.4,0.5,-0.3
LEDGF integ inh,-3.2,-2.0,-1.7,1.3,1.2
Tn7 DDE FP,-3.3,5.6,4.7,-5.4,3.9
ADAM10 inh,0.9,7.4,-16.2,9.4,-1.5
DDE Tn6 FP inh,-3.5,-5.5,-2.2,1.3,2.1
ASAP1 GAP inh,0.7,nt,3.5,-12.7,-6.3
proKLK7 act,0.0,0.1,-0.7,0.7,0.0
TDP2 inh,11.8,-2.3,8.7,4.2,2.2
ADAM17 inh,2.5,-1.6,-3.8,0.2,-3.5

11: COc1cccc(C2C(C(=O)c3cc4ccccc4o3)=C(O)C(=O)N2CCN2CCOCC2)c1 (configuration not stated)
12: COc1cc(C2c3cc4c(cc3OC(NCc3ccccc3)C2C)OCO4)cc(OC)c1OC (configuration not stated)
13: O=C(Nc1ccc(F)cc1)Nc1nnc(Cc2ccccc2F)s1
14: Cc1ccc(CNC(=O)CCn2nc(-c3ccc(Cl)cc3)ccc2=O)cc1
15: COc1ccc(-c2cc(C(=O)Nc3c(C)nn(Cc4ccccc4Cl)c3C)no2)cc1

Screen / compound no.,11,12,13,14,15
PLC-gamma1 inh,-15.8,-2.3,3.3,0.8,1.6
ARFGAP1 inh,-6.2,4.1,-5.1,5.3,-9.5
LEDGF integ inh,-2.8,-1.3,0.3,-0.3,-0.3
Tn7 DDE FP,9.3,13.9*,-1.5,3.8,-1.7
ADAM10 inh,-2.3,-5.3,-0.1,-3.1,-3.1
DDE Tn6 FP inh,1.1,1.8,-0.5,-1.7,11.3
ASAP1 GAP inh,-7.4,2.4,-0.4,-6.2,7.6
proKLK7 act,2.7,-0.2,0.0,0.2,0.4
TDP2 inh,-7.6,-8.8,1.9,-3.3,-2.9
ADAM17 inh,-7.0,1.7,-2.0,-2.8,0.5

16: COc1ccc(NC(=O)CS(=O)(=O)c2ccc(Br)cc2)cc1
17: Cc1cc(C(=O)COc2ncnc3sccc23)c(C)n1C
18: N#Cc1nc(-c2ccc(F)cc2)oc1NCc1ccco1
19: COc1cc(C(=O)Nc2cccnc2)cc(OC)c1OC
20: COc1ccccc1-n1nnnc1SCC(=O)NCC1CCCO1 (configuration not stated)

Screen / compound no.,16,17,18,19,20
PLC-gamma1 inh,1.5,-1.4,-221.5,0.5,-1.5
ARFGAP1 inh,-2.7,-0.5,7.9,-3.0,-3.8
LEDGF integ inh,1.3,2.2,6.7,2.6,-1.0
Tn7 DDE FP,-1.7,-4.9,-4.1,6.9,0.0
ADAM10 inh,0.3,-4.3,-192.7,2.8,-1.7
DDE Tn6 FP inh,2.4,-1.6,3.8,-1.1,8.0
ASAP1 GAP inh,-1.7,1.3,-9.1,3.7,12.8
proKLK7 act,-0.3,-0.1,3.1,0.1,-0.1
TDP2 inh,17.2,-5.9,1.0,7.0,-4.3
ADAM17 inh,-0.5,0.9,-79.2,-1.9,-1.4

21: COC(=O)[C@]1(C)N[C@H](CN(C)C(=O)Nc2ccc(F)cc2)[C@@H]2C(=O)N(C)C(=O)[C@@H]21
22: CCCCc1nc2cc(C(=O)N3CCC(OCCOC)CC3)ccc2o1
23: CCC1(C)CC(C(CC(=O)O)c2ccc(C)cc2)CCO1 (configuration not stated)
24: COc1ccccc1CN(Cc1cc2cc(C)ccc2[nH]c1=O)Cc1nnnn1CC1CCCO1 (configuration not stated)
25: Cc1cc(C)n2nc(SCC3COc4ccccc4O3)nc2n1 (configuration not stated)

Screen / compound no.,21,22,23,24,25
PLC-gamma1 inh,1.7,3.2,-1.3,-5.5,4.2
ARFGAP1 inh,-9.9,12.5,-3.9,5.5,7.3
LEDGF integ inh,3.1,1.5,2.3,0.6,1.8
Tn7 DDE FP,-8.3,-4.2,-3.2,-2.4,3.8
ADAM10 inh,-6.8,-1.8,2.2,-0.7,14.4
DDE Tn6 FP inh,1.3,0.0,6.3,1.6,11.2
ASAP1 GAP inh,-5.0,-3.6,1.7,5.5,-0.2
proKLK7 act,0.0,-0.4,0.6,-0.5,0.7
TDP2 inh,0.5,-0.6,-10.0,9.7,-4.8
ADAM17 inh,-2.7,7.8,1.2,-1.5,0.1

By substructure, the entries above with a Cl atom
14: Cc1ccc(CNC(=O)CCn2nc(-c3ccc(Cl)cc3)ccc2=O)cc1
15: COc1ccc(-c2cc(C(=O)Nc3c(C)nn(Cc4ccccc4Cl)c3C)no2)cc1

Screen / compound no.,14,15
PLC-gamma1 inh,0.8,1.6
ARFGAP1 inh,5.3,-9.5
LEDGF integ inh,-0.3,-0.3
Tn7 DDE FP,3.8,-1.7
ADAM10 inh,-3.1,-3.1
DDE Tn6 FP inh,-1.7,11.3
ASAP1 GAP inh,-6.2,7.6
proKLK7 act,0.2,0.4
TDP2 inh,-3.3,-2.9
ADAM17 inh,-2.8,0.5

The listing continues.
26: CC1CCN(S(=O)(=O)c2cccc(-c3csc(-c4cccnc4)n3)c2)CC1
27: O=C(O)CCSc1nc2ccccc2n1Cc1ccccc1
28: CCOC(=O)c1sc(N)c(C(=O)OCC)c1COC(=O)C1CC(=O)N(Cc2ccco2)C1 (configuration not stated)
29: COc1cccc(/C=N/NC(=O)C(=O)N/N=C/c2cccc(OC)c2OC)c1OC
30: Cn1c(SCC(=O)c2ccccc2)nnc1-c1ccco1

Screen / compound no.,26,27,28,29,30
PLC-gamma1 inh,0.7,-1.0,-1.9,0.1,4.6
ARFGAP1 inh,-1.1,5.4,2.3,-6.7,0.2
LEDGF integ inh,-2.4,3.2,-2.2,-0.5,3.0
Tn7 DDE FP,-0.2,10.4,-3.3,-4.0,-7.5
ADAM10 inh,8.5,-11.4,-9.4,3.3,1.9
DDE Tn6 FP inh,-3.2,-1.9,-9.7,-1.2,1.4
ASAP1 GAP inh,3.7,-0.2,3.4,-3.3,5.2
proKLK7 act,-0.6,-0.4,0.4,-0.6,0.1
TDP2 inh,0.1,14.0,-12.6,-5.2,-4.4
ADAM17 inh,0.4,-4.9,0.1,8.0,0.9

31: COc1ccc(C(=O)C2CCN(C(=S)NCC3CCCO3)CC2)cc1 (configuration not stated)
32: COC(=O)c1ccc(NC(=O)CCCCCn2nnc3ccccc3c2=O)cc1
33: CSc1ccc(/C=N/NC(=O)CN2CCN(Cc3ccc(C)cc3)CC2)cc1
34: C=CCc1ccccc1OCCNCCCOC
35: CN(C)/C=C1\N=C(c2cccs2)OC1=O

Screen / compound no.,31,32,33,34,35
PLC-gamma1 inh,-1.0,0.2,-0.8,2.9,2.0
ARFGAP1 inh,-3.4,10.8,-2.5,13.7,-2.7
LEDGF integ inh,-0.2,-4.4,4.5,1.8,-2.4
Tn7 DDE FP,4.1,-4.4,-1.3,-1.4,6.0
ADAM10 inh,-2.3,-0.6,-37.2,-0.5,-10.3
DDE Tn6 FP inh,6.6,-9.6,0.2,7.1,-4.5
ASAP1 GAP inh,-8.3,-3.4,-5.8,-14.7,8.7
proKLK7 act,-0.3,-0.1,0.1,0.5,-0.1
TDP2 inh,-5.6,8.5,-5.1,12.3,4.2
ADAM17 inh,-2.9,-2.7,-12.6,-1.5,-12.2

36: COC(=O)[C@]12C[C@H](CC(=O)NCCC(C)C)C(=O)N(Cc3cccc4ccccc34)C1=C[C@H](C(C)(C)C)O[C@@H]2C
37: Cc1ccc(S(=O)(=O)NC(=O)Nc2cc(C(C)(C)C)on2)cc1
38: Cc1cc(N2CCC(C(=O)NC3CCCCC3)CC2)nc(-c2ccccc2)n1
39: CC(C(=O)NCC1CCCO1)N(C(=O)c1snc(C(N)=O)c1N)c1ccccc1 (configuration not stated)
40: COc1ccc(N(C(=O)c2ccco2)C(C(=O)NC2CCCC2)c2cccs2)c(OC)c1 (configuration not stated)

Screen / compound no.,36,37,38,39,40
PLC-gamma1 inh,1.9,-0.9,-1.8,-79.1,1.7
ARFGAP1 inh,nt,-0.5,3.3,1.3,-5.5
LEDGF integ inh,-1.6,-3.0,1.5,0.7,-1.2
Tn7 DDE FP,-0.7,1.3,3.0,1.2,1.3
ADAM10 inh,11.8,5.4,-0.4,-299.9,5.6
DDE Tn6 FP inh,0.1,8.2,-1.5,1.3,1.7
ASAP1 GAP inh,nt,3.5,11.4,-6.9,2.3
proKLK7 act,-0.1,0.1,0.9,3.4,0.1
TDP2 inh,-9.0,0.7,7.6,12.5,9.1
ADAM17 inh,5.5,-0.7,-4.0,-71.9,-4.8
